# L3MBTL1 inh – qHTS Assay for the Inhibitors of L3MBTL1; Lethal(3)malignant brain tumor-like protein 1 (Homo sapiens), Q9Y468; AlphaScreen L3MBTL1–H3K9me1 peptide binding; Potency, µM (doses to about 57.1 µM), for inactives: at the highest dose activity, negative = inhibition, hits mostly inhibitors; hit rate 0.66% among 230,000; AID 485360, 2010; also: potency is read from the fitted curve at half-maximal effect; % is scaled to controls: 0 for no effect and ±100 for the full control effect; nearly all actives have a fitted effect of over 60% in size
#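 AlphaScreen assay: L3MBTL1 (50 nM final) was preincubated 30 min at room temperature with biotinylated H3(1-15)K9me1 peptide (75 nM final), then 30 min with library compounds; streptavidin donor and nickel chelate acceptor beads (10 ug/mL final) added, 30 min dark.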
# Epigenetic reg – Quantitative High-Throughput Screen for Regulators of Epigenetic Control; murine LDR cells, GFP reporter derepression, 30 h; Potency, µM (highest dose often 53.9 µM), for the others: top-dose GFP activation, actives largely listed as activators; hit rate 0.2% among 280,000; AID 1865, 2009; also: potency is read from the fitted curve at half-maximal effect; % of control where 0% means no effect; nearly all actives have a fitted effect of over 60% in size
#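 Reporter derepression read as number of fluorescent GFP-positive objects, 20-120 um in size, counted by laser-scanning cytometer. Mouse LDR line with an epigenetically silenced CMV-GFP locus; compound incubation 30 h, 37 C.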
# IMPase Li inh – qHTS Assay for Identifying the Cell-Membrane Permeable IMPase Inhibitors: Potentiation with Lithium. CHO-M1 cells, IP1 TR-FRET (IP-One), carbachol + lithium. Potency, µM (doses to about 59.4 µM), without a hit: top-dose activity, negative = IMPase inhibition, usual class: inhibitors. hit rate 0.35% among 210,000. AID 1457, 2008;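 also: IP1 builds up when IMPase is blocked and the TR-FRET signal falls; potency is read from the fitted curve at half-maximal effect; plate controls were basal vehicle for no effect and high inhibitor control for full effect; nearly all actives have a fitted effect of over 50% in size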
#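 Concentration–response in CHO-M1 cells, lithium-potentiated; 30 min at 37C. IP1 detected by competitive TR-FRET after 10 min lysis at RT. Hill-fitted AC50.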
# HttQ103 aggreg – qHTS Multiplex Assay to Identify Dual Action Probes in a Cell Model of Huntington: Aggregate Formation (GFP). PC12 HttQ103-GFP aggregates, Acumen cytometry, 40 h. Potency, µM (series often up to 46.1 µM), without a hit: at the top dose activity change, negative = inhibition, most hits filed as inhibitors. hit rate 1.1% among 220,000. AID 1688, 2009; also: potency is read from the fitted curve at half-maximal effect; % is scaled to controls: 0 for no effect and ±100 for the full control effect; nearly all actives have a fitted effect of over 60% in size
#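 PC12/HTTQ103-GFP, ecdysone-inducible; teb 100 nM; cpd qHTS titration; GFP aggregates read on laser cytometer, Ex 488/Em 500-530 nm.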
# NPSR antagonist – qHTS Assay for Antagonists of the Neuropeptide S Receptor: cAMP Signal Transduction; Q6W5P4; CHO-NPSR cells, cAMP TR-FRET, antagonist mode; hit rate 1% among 220,000; Potency, µM (series often up to 38.3 µM), inactives show at the top dose activity change, negative = inhibition, actives largely listed as inhibitors; AID 1461, 2008; also: potency is read from the fitted curve at half-maximal effect; % is scaled to controls: 0 for no effect and ±100 for the full control effect; nearly all actives have a fitted effect of over 50% in size; many of its hits are not listed in these tables
# Target sequence (Q6W5P4 whole entry, looked up): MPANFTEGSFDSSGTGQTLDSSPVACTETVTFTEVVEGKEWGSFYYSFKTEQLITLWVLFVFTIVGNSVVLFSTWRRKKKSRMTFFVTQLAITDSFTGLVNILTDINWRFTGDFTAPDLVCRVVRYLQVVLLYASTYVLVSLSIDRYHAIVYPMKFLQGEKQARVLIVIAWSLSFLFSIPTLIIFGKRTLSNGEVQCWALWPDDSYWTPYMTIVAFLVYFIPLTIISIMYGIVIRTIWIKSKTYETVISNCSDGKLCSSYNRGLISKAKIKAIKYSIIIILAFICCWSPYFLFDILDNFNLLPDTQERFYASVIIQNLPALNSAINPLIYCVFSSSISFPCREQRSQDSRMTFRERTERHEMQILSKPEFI
# KinaseGlo FLuc – Counterscreen for Luciferase (Kinase-Glo TM) Inhibition; Luciferin 4-monooxygenase (Photuris pensylvanica), Q27757; Kinase-Glo luciferase, ATP luminescence, 8 min; Potency, µM (series often up to 38.3 µM), for the others: at the top dose activity change, negative = inhibition, actives largely listed as inhibitors; hit rate 0.28% among 200,000; also: potency is read from the fitted curve at half-maximal effect; % is scaled to controls: 0 for no effect and ±100 for the full control effect; nearly all actives have a fitted effect of over 60% in size
#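 Compound is pinned into ATP-containing buffer (10 uM ATP, imidazole pH 7.2, 7 mM MgCl2). Kinase-Glo luciferase reagent is then added. Light output is recorded following an 8-min room-temperature incubation.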
# CBFb RUNX1 block – qHTS Assay for Compounds Blocking the Interaction Between CBF-beta and RUNX1 for the Treatment of Acute Myeloid Leukemia. Potency, µM (highest dose often 59.8 µM), without a hit: at the highest dose activity, negative = inhibition, actives largely listed as inhibitors. Runt-related transcription factor 1 (Homo sapiens) + Core-binding factor subunit beta …. 230,000 tested, under 10 active. AlphaScreen CBFb-His/RUNX1-biotin binding, biochemical; also: % of control where 0% means no effect
# Target sequence (Q01196 whole entry, looked up): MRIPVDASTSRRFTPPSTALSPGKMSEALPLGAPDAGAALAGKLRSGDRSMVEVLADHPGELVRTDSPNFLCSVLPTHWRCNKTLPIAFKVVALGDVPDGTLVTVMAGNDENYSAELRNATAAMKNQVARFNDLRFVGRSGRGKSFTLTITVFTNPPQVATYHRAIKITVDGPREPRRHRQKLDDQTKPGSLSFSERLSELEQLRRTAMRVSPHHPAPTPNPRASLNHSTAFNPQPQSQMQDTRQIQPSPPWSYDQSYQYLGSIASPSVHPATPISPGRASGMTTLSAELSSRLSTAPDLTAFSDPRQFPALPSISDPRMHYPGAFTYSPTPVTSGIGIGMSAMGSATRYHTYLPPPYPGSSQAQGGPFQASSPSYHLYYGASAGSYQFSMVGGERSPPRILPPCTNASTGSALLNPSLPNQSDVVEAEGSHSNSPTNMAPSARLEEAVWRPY
# Target sequence (Q13951 whole entry, looked up): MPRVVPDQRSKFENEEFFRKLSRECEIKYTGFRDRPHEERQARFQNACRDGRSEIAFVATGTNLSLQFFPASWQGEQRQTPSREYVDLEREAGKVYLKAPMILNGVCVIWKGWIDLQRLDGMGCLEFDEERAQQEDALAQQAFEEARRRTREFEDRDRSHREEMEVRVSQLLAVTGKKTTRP
#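 Read-out: AlphaScreen. Format: His-CBF-beta with biotinylated RUNX1 (30 nM each) preincubated 20 min, compound 15 min, Ni-chelate plus streptavidin beads 90 min; room temperature throughout.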
# The depositor's hits bear a star; ? = inconclusive; . = no result given; [ ] = dose if it differs, or a comment. Calls follow the shape of the dose curve; as a rule, active = well fitted curve in the direction sought with a large enough effect; inconclusive = small, poorly fitted or top-dose-only effect, or another doubt; inactive = no such curve, though single readings can be large; an effect the other way counts as inactive or inconclusive.
SMILES	KinaseGlo FLuc	HttQ103 aggreg	L3MBTL1 inh	CBFb RUNX1 block	Epigenetic reg	NPSR antagonist	IMPase Li inh
CC1CCCN(C(=O)CN2CCN(C(=O)c3ccco3)CC2)C1 (stereo unspecified)	-4%	-2%	0%	9%	0.0%	-12%[46.1 µM]	14%[38.3 µM]
COc1cccc(C2C(C#N)=C(N)N(c3ncn[nH]3)C3=C2C(=O)CCC3)c1 (stereo unspecified)	1%	-11%	7%	-13%	0.1%	3%	1%
Cn1c(N)c(C(=O)COC(=O)CSc2cccc3cccc(Cl)c23)c(=O)n(C)c1=O	2%	?	-16%	-9%	0.1%	-28%	-15%
CC1CCCN(C(=O)Cn2cnc3c2c(=O)n(C)c(=O)n3C)C1 (stereo unspecified)	3%	1%[9.22 µM]	.	-5%	-0.2%	5%[46.1 µM]	20%[38.3 µM]
O=C1CC(c2ccccc2)C(C(=O)Nc2ccccc2F)N1 (stereo unspecified)	0%	1%	5%	4%[2.36 µM]	2.4%	12%	-6%
COc1cc(C2Nc3cccc4cccc(c34)N2)cc(OC)c1O	-19%	-12%	22µM*	6%	4.7%	-8%[46.1 µM]	17%
O=C(CSc1ncnc2[nH]ncc12)Nc1cccc(Oc2ccccc2)c1	8%	-11%	-8%	-3%	-0.3%	-27%	8%
COC(=O)c1ccc(OCCN2CCCCCC2)cc1	1%	-9%	14%	4%	-1.5%	10%	20%
CC(=O)NCc1ccc(C(=O)O)cc1	.	2%[9.22 µM]	.	6%	4.2%	10%	.
O=C(CCn1cnc2ccccc2c1=O)Nc1ccc(S(=O)(=O)N2CCCC2)cc1	3%	-6%	.	2%	-0.7%	-16%[46.1 µM]	-6%[38.3 µM]

# Record cards (already shown). Order of screens: KinaseGlo FLuc | HttQ103 aggreg | L3MBTL1 inh | CBFb RUNX1 block | Epigenetic reg | NPSR antagonist | IMPase Li inh
# COc1cc(C2Nc3cccc4cccc(c34)N2)cc(OC)c1O reads -19% | -12% | 22µM* | 6% | 4.7% | -8%[46.1 µM] | 17%
# COc1cccc(C2C(C#N)=C(N)N(c3ncn[nH]3)C3=C2C(=O)CCC3)c1 (stereo unspecified) reads 1% | -11% | 7% | -13% | 0.1% | 3% | 1%

# The list goes on:
SMILES	KinaseGlo FLuc	HttQ103 aggreg	L3MBTL1 inh	CBFb RUNX1 block	Epigenetic reg	NPSR antagonist	IMPase Li inh
CC1CCc2nc(N)c(C#N)c(-c3ccncc3)c2C1 (stereo unspecified)	-1%	-2%	.	-6%	0.0%	-9%[46.1 µM]	12%[38.3 µM]
Cn1nc(-c2ccccc2)cc1NC(=O)c1cccs1	.	5%[9.22 µM]	3%	5%	-5.4%	-1%	.
COc1cc([N+](=O)[O-])c2nccnc2c1	2%	-11%[9.22 µM]	-1%	14%	0.0%	-11%	8%
O=C1NCCCc2c1no[n+]2[O-]	2%	10%	-5%	0%	-1.7%	-1%[46.1 µM]	15%[38.3 µM]
Cc1cccc(Cn2ccc(-c3ccc(Cl)cc3)c(C#N)c2=O)c1	-1%	18%	9%	2%	0.8%	-11%[46.1 µM]	-10%[38.3 µM]
O=C(O)CSc1nnc(-c2ccc3c(c2)OCO3)n1-c1ccccc1	0%	-11%[9.22 µM]	4%	6%	-0.9%	11%	1%
O=C(CCn1c(=O)c2ccccc2n(CC(=O)NC2CCCC2)c1=O)NCc1ccco1	-3%	-2%	.	4%	-1.0%	-5%[46.1 µM]	2%[38.3 µM]
CN(C(=O)COC(=O)c1ccc(S(=O)(=O)N2CCCC2)cc1)c1ccccc1	2%	1%	5%	-5%	-1.3%	0%	14%
Cc1nnc(SCC(=O)Nc2nc(-c3ccccc3)cs2)n1N	1%	15%	7%	8%	2.6%	13%[46.1 µM]	-7%[38.3 µM]
Cc1ccc2nc(Cl)nc(-c3ccccc3)c2c1	-1%	-17%[9.22 µM]	17%	18%	-6.2%	50%	11%
O=[N+]([O-])c1ccc(S(=O)(=O)N2CCN=C2SCc2cccnc2)cc1	-2%	-18%	.	4%	1.1%	33%	0%
Cc1cc(C)c(NC(=O)COC(=O)CSc2ccc(Br)cc2C)c(C)c1	-4%	6%	-2%	1%	0.0%	-3%	-4%
S=c1[nH]nc(-c2cccnc2)n1-c1ccc2c(c1)OCCO2	-1%	-4%[9.22 µM]	7%	4%	0.3%	17%	-1%
Cc1ccc(C)n1-n1c(C)nc2sc(-c3ccccc3)cc2c1=O	-1%	?	-19%	-14%	0.0%	-20%[46.1 µM]	31%[38.3 µM]
CC(=O)NC(CCCCNC(=S)NC1CCCCC1)C(=O)O (stereo unspecified)	-2%	.	-1%	1%	0.0%	5%	1%
CC(OC(=O)c1ccc2c(c1)C(=O)N(Cc1ccncc1)C2=O)C(=O)Nc1cccc(Cl)c1Cl (stereo unspecified)	3%	-14%	8%	2%	-1.0%	-2%	17%
O=C(Cn1c(=O)sc2ccccc21)Nc1ccccc1	3%	-7%	.	5%	-0.7%	-11%[46.1 µM]	-2%[38.3 µM]
Cc1nc(-c2ccc(NS(C)(=O)=O)cc2)cs1	-7%	3%	6%	-2%	-1.6%	-1%[46.1 µM]	-3%[38.3 µM]
O=C(Oc1ccc(C(=S)N2CCOCC2)cc1)c1ccccc1	-3%	15%	.	-3%	-0.2%	14%	-4%
CC(C)Cn1c(N)c(C(=O)CSc2cc(Cl)ccc2Cl)c(=O)n(C)c1=O	2%	-10%	1%	9%	-3.2%	-17%	5%
COC(=O)c1cc(-c2cccs2)[nH]n1	3%	-2%[9.22 µM]	49%[activator]	1%	0.7%[10.1 µM]	8%	-8%
CC(=O)Nc1ccc(C(=O)CSc2nnc(-c3ccc(O)cc3)n2CC2CCCO2)cc1 (stereo unspecified)	3%	1%	6%	2%	1.7%	-5%[46.1 µM]	3%[38.3 µM]
CCOC(=O)C1=C(C)NC2=C(C(=O)CCC2)C1c1ccc(N(C)C)cc1 (stereo unspecified)	4%	-21%	.	1%	-1.0%	-2%[46.1 µM]	36%[activator][38.3 µM]
Cc1ccc(NCCC(=O)c2cccc([N+](=O)[O-])c2)cc1	2%	?	?	-30%	9.0%	6%[46.1 µM]	16%[38.3 µM]
CC(=O)Nc1ccc(/C=C(\C#N)C(=O)NC2CCCCC2C)cc1 (stereo unspecified)	-1%	-3%	36%	-10%	-2.2%	-22%	18%
CCSc1nnc(-c2cccnc2)n1-c1ccc(Cl)c(C)c1	8%	?	.	9%	2.8%	-10%[46.1 µM]	25%[38.3 µM]
CC1CCCCN1CCn1cnc2c([nH]c3ccccc32)c1=O (stereo unspecified)	3%	12%	23%	0%	-1.0%	3%	16%
NC(=O)C1CCN(Cc2nc3cc(C(F)(F)F)ccc3c(=O)[nH]2)CC1	.	-2%[9.22 µM]	-1%	6%	2.7%	1%	.
CCN(CC)C(=S)Nc1ccc(C(=O)OC)cc1	1%	-4%[9.22 µM]	-4%	2%	-3.5%	-12%	-5%
O=C(O)CSCC(=O)Nc1cccc2ccccc12	1%	-15%	2%	10%	0.7%	-2%[46.1 µM]	-9%[38.3 µM]
O=C(N/N=C/C1C(c2ccccc2)C1(Cl)Cl)c1cccc(Cl)c1 (stereo unspecified)	2%	-3%	-10%	3%	?	?	7%
C=CCNC(=S)Nc1sc2c(c1C(=O)OCC)CC(C)(CC)OC2 (stereo unspecified)	0%	-19%	4%	-15%	1.1%	-20%	-8%
O=C(O)Cc1ccc(NS(=O)(=O)c2ccccc2Cl)cc1	4%	26%	-14%	-7%	-1.7%	6%	-5%
CN(C)S(=O)(=O)c1cc(NC(=O)CN2CCc3ccccc32)ccc1Cl	.	-13%	.	-4%	?	-2%	-16%
COc1ccc(-c2nn(-c3ccccc3)cc2C(=O)OCC(=O)c2ccc(C)c([N+](=O)[O-])c2)cc1	-2%	-22%	-11%	-8%	0.0%	22%	11%
O=C(NC(CC(=O)N1CCN(c2ccccc2)CC1)c1ccccc1)c1ccccc1Cl (stereo unspecified)	0%	-3%	4%	-1%	6.7%	-6%	-1%
CCOC(=O)c1nnn(-c2nonc2-n2cccc2)c1CN1CCC(C)CC1	-1%	5%	6%	3%	-1.2%	?	-11%[38.3 µM]
CCCCC1=CC2=CC(=O)C(C)(OC(=O)c3cccs3)C(=O)C2=CO1 (stereo unspecified)	-3%	.	.	-5%	-1.1%	.	-11%
Cc1cc(C)cc(C(=O)Nc2ccc(NC(=O)Cc3ccccc3)cc2)c1	2%	19%	-3%[11.4 µM]	17%	-1.2%	-16%	5%
COC(=O)c1nn(-c2ccccc2)c(=O)cc1Sc1ccc(Cl)cc1	2%	-1%	-4%	28%	0.0%	-22%	0%
Cc1nc(C)n(C(=O)N(c2ccccc2)c2ccccc2)n1	1%	10%	-7%	-3%	0.9%	-2%[46.1 µM]	15%[38.3 µM]
OCCN1CNC(=S)NC1	.	-20%[9.22 µM]	5%	0%	1.1%	11%	.
Cc1c(NC(=O)/C=C/c2ccc(S(=O)(=O)N3CCOCC3)cc2)c(=O)n(-c2ccccc2)n1C	.	1%	.	-1%	-0.2%	12%	-10%
CC(C)C(NC(=O)C1CCCCC1)C(=O)NC1CCN(Cc2ccccc2)CC1 (stereo unspecified)	-2%	-5%	-5%	0%	5.5%	-1%[46.1 µM]	11%[38.3 µM]
c1ccc(-c2nnc3sc(-c4ccncc4)nn23)cc1	0%	6%	-11%	4%	-1.1%	2%[46.1 µM]	31%[38.3 µM]
COc1cc(C(N)=O)cc(Br)c1OCc1ccccc1	-3%	13%	2%	-2%	-1.0%	2%	3%
CCO/C=C/C(=O)N(C)CCC#N	2%	12%	7%	5%	-2.9%	11%[7.67 µM]	-2%[38.3 µM]
C/C=C/C(=O)Nc1cccc(C2=NOC3(C2)C[C@@H](C(N)=O)N(C(=O)C(c2ccccc2)c2ccccc2)C3)c1 (stereo partly specified)	.	-22%[9.22 µM]	.	8%	-3.6%	-3%	.
O=C(COc1ccc(Cl)cc1Cl)NCCSc1ccc(Cl)cc1	-3%	-15%	.	16%	0.8%	-10%[46.1 µM]	26%[38.3 µM]
O=C(CCCCCN1C(=O)c2cccc3cccc(c23)C1=O)NC1CCS(=O)(=O)C1 (stereo unspecified)	.	15%[9.22 µM]	.	-1%	-1.0%	-20%	.

# Screening results: PubChem, National Center for Advancing Translational Sciences (NCATS)

# An excerpt (hit frequency here may not be typical).
